# Screening results from PubChem BioAssay.
# 14-3-3g Raf – 14-3-3 gamma protein interaction modulation. FP, 14-3-3gamma / TMR-pS259-Raf peptide binding. 160,000 compounds, 0.19% hits. inhibition, % at 40 µM; in the data active means inhibition above about 30%;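 further: 0% = protein plus tracer without compound and 100% = blank with tracer alone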
# Target sequence (P61981 whole entry, looked up): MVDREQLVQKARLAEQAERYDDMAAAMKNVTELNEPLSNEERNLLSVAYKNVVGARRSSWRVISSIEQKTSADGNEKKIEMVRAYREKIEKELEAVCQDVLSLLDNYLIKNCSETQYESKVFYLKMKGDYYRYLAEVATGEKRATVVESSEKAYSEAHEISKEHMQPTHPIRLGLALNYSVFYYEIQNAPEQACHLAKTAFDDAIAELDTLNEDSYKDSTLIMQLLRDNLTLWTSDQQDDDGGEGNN
# The depositor's hits bear a star; & = joins results of further samples.
14-3-3g Raf	Structure
-5	COc1ccc(-c2c(NC(C)=O)n(C)c3ccccc3c2=O)cc1
-15&-3	COc1ccc(S(=O)(=O)n2cnc3cc(C)c(C)cc32)cc1
-2	O=C1NCC(O)=C1C=NCCCO
-3	Cc1cc(C)nc(NS(=O)(=O)c2ccc(NC(=O)c3cccc(Br)c3)cc2)n1
-3	CCc1cc(-c2[nH]ncc2-c2cscn2)c(O)cc1O
0	Nc1ccn(-c2ccc(Cl)cc2)c(=O)c1
-7	O=C(COC(=O)CCN1C(=O)c2ccccc2C1=O)Nc1ccc(S(=O)(=O)N2CCCC2)cc1
2	Cc1ccc(NC(=O)CSc2nccn2-c2ccc(Cl)cc2)cc1Cl
-2	Cc1ccc(N(C)C(=O)CCNC(=O)Cn2cnc3ccccc3c2=O)cc1C
2	O=C(c1cnn2c1NC(c1ccccc1)CC2C(F)(F)F)N1CCCCC1 (stereo not drawn)
-3	O=c1[nH]c(=O)n(-c2ccc(Cl)cc2)c2c1C(C(F)(F)F)(C(F)(F)F)N=C(Cc1ccccc1)N2
3	CC1CCCC(NC(=O)C2(C)CCC(=O)N2CCN2CCOCC2)C1C (stereo not drawn)
-5	Cc1cc(C(=O)Nc2sc3c(c2C#N)CCC(C)C3)no1 (stereo not drawn)
-1	CCOC(=O)N1CCN(C(=O)CSc2nnc(-c3ccc(C)c(C)c3)o2)CC1
-6	Cc1ccc(CNC(=O)c2cc(=O)[nH]c3ccc(S(=O)(=O)N4CCCCC4C)cc23)cc1 (stereo not drawn)
1	CC1CC2(CCCCCC2)Nc2ccc(F)cc21 (stereo not drawn)
-34	CCc1ccc(NC(=O)CSc2nc3ccccc3o2)cc1
-21	COc1cc(NC(=O)c2sc3ncn(Cc4ccccc4F)c(=O)c3c2C)cc(OC)c1OC
0	c1c(C23CC4CC(CC(C4)C2)C3)nc2n1CCC2
-4	C=CCNC(=O)c1c[nH]c2ccc(S(=O)(=O)N(CC)CC)cc2c1=O
0	COc1cc(C(=O)OC(C)CN2CCOCC2)cc(OC)c1OC (stereo not drawn)
-4	Cc1ccc(-c2ccc(CCC(=O)O)n2C(C)C)cc1
-2	OC(COc1ccc(Cl)cc1)CN1CCCCC1 (stereo not drawn)
-5	O=C(Nc1nnc(C(F)(F)F)s1)c1cccc([N+](=O)[O-])c1

# Next section; it opens with the two that closed the last part.
14-3-3g Raf	Structure
-2	OC(COc1ccc(Cl)cc1)CN1CCCCC1 (stereo not drawn)
-5	O=C(Nc1nnc(C(F)(F)F)s1)c1cccc([N+](=O)[O-])c1
-10&0	Cc1ccc(NC(=O)C2CCCNC2=O)nc1 (stereo not drawn)
-10	CCCOC(=O)c1cccc(NC(=O)COc2cccc(Cl)c2)c1
0	COc1ccccc1CNc1nc2nc(C)c(C)c(=O)n2[nH]1
0	Cc1noc(C)c1C(=O)Nc1nnc(CC2CCCC2)s1
1	O=C(CNS(=O)(=O)c1cccs1)N1CCCC1
-5	COC(=O)c1c(N)c(C#N)c2n1CCCC2
7	O=C(NCc1cccnc1)NC(C(F)(F)F)C(F)(F)F
5	CCOC(=O)c1nc2ccccc2s1
-1	CCOc1ccc(C2CC(c3ccccc3)Nc3nc(N)nn32)cc1 (stereo not drawn)
-6	CCOC(=O)N1CCN(C(=O)CN2C(=O)COc3ccc(C(C)(C)C)cc32)CC1
-4	CCOC(=O)c1sc2ncn(C(CC)C(=O)OC)c(=O)c2c1C (stereo not drawn)
13	O=C(CSc1ncnc2sc(-c3ccccc3)cc12)Nc1ccccc1F
-20	C=CCOc1ccc(C2C(C(=O)OC)=C(C)NC3=C2C(=O)c2ccccc23)cc1Cl (stereo not drawn)
-3	Cc1ccc(CNC(=O)C2CCC(CNS(=O)(=O)c3c(C)cc(C)cc3C)CC2)cc1 (stereo not drawn)
-14	O=C(Nc1cccc(F)c1)c1cc(S(=O)(=O)NCc2ccccc2Cl)ccc1F
-4	CCCn1nnc(NC(=O)c2ccc(Br)cc2)n1
-29	COc1cc(OC)cc(C(=O)Nc2c3c(nn2-c2cccc(C)c2)CSC3)c1
0	COC(=O)c1c(NC(=O)C(F)(F)F)sc2c1CCCC2
-8	CC(=O)N1CCN(c2ccccc2NC(=O)COc2cc(C)ccc2C(C)C)CC1
-61	COc1cccc2c1OC(c1cccc(Cl)c1)N1N=C(c3ccco3)CC21 (stereo not drawn)
-1&-7	O=C(COc1ccccc1Cl)NCc1ccco1
-3	CCCNC(=O)c1ccc2c(c1)N(Cc1cc(C)ccc1C)C(=O)CS2
1	CCOC(=O)c1c(NC(=O)Cn2nc(C)cc2C)sc(C)c1C
-1	O=C(Oc1cccc(Br)c1)c1ccc(C=Nc2ccc(N3CCOCC3)cc2)cc1

# 17 compounds from above, sorted by molecular weight, smallest number first.
14-3-3g Raf	Structure
5	CCOC(=O)c1nc2ccccc2s1
-5	COC(=O)c1c(N)c(C#N)c2n1CCCC2
-1&-7	O=C(COc1ccccc1Cl)NCc1ccco1
1	O=C(CNS(=O)(=O)c1cccs1)N1CCCC1
7	O=C(NCc1cccnc1)NC(C(F)(F)F)C(F)(F)F
0	COC(=O)c1c(NC(=O)C(F)(F)F)sc2c1CCCC2
-4	CCCn1nnc(NC(=O)c2ccc(Br)cc2)n1
-1	CCOc1ccc(C2CC(c3ccccc3)Nc3nc(N)nn32)cc1 (stereo not drawn)
-4	CCOC(=O)c1sc2ncn(C(CC)C(=O)OC)c(=O)c2c1C (stereo not drawn)
-3	CCCNC(=O)c1ccc2c(c1)N(Cc1cc(C)ccc1C)C(=O)CS2
-61	COc1cccc2c1OC(c1cccc(Cl)c1)N1N=C(c3ccco3)CC21 (stereo not drawn)
-29	COc1cc(OC)cc(C(=O)Nc2c3c(nn2-c2cccc(C)c2)CSC3)c1
-8	CC(=O)N1CCN(c2ccccc2NC(=O)COc2cc(C)ccc2C(C)C)CC1
-20	C=CCOc1ccc(C2C(C(=O)OC)=C(C)NC3=C2C(=O)c2ccccc23)cc1Cl (stereo not drawn)
-14	O=C(Nc1cccc(F)c1)c1cc(S(=O)(=O)NCc2ccccc2Cl)ccc1F
-3	Cc1ccc(CNC(=O)C2CCC(CNS(=O)(=O)c3c(C)cc(C)cc3C)CC2)cc1 (stereo not drawn)
-1	O=C(Oc1cccc(Br)c1)c1ccc(C=Nc2ccc(N3CCOCC3)cc2)cc1

# (list continues)
14-3-3g Raf	Structure
-4	COc1ccccc1N1CCN(C(=O)Cn2cnc3sc(C)c(S(=O)(=O)N4CCCCC4)c3c2=O)CC1
-9	CCC(=O)NCc1nc2ccccc2n1Cc1ccccc1F
-3	O=C(COC(=O)c1ccccc1Nc1ccccc1)c1cccc([N+](=O)[O-])c1
1&-11	Cc1ccc(-c2nc3ncccn3c2Nc2ccc3c(c2)OCO3)o1
4	O=C(N(CCN(Cc1ccccc1)C(=O)C(F)(F)F)Cc1ccccc1)C(F)(F)F
-9	O=C(Nc1cccc2ccccc12)C1CCN(S(=O)(=O)c2ccc(Cl)cc2)CC1
-6	COc1ccc(CC(CC(=O)O)C(=O)Nc2ccc(OC)cc2)cc1 (stereo not drawn)
-12	Nc1nc(-c2ccc(F)cc2)cc(C(F)(F)F)n1
-10	COc1ccc(NC(=O)c2cc3n(n2)C(C(F)(F)F)CC(c2ccc4c(c2)OCO4)N3)cc1OC (stereo not drawn)
2	COCCCNC(=O)c1ccc2c(=O)n(Cc3ccc4c(c3)OCO4)c(=S)[nH]c2c1
8	Cc1ccc(-n2nc(C)c(S(=O)(=O)c3ccccc3)c2OC(=O)C(C)(C)C)c(C)c1
-14	Cn1c(CNc2cccc(Cl)c2)nnc1SCC(=O)OC1CCCCC1
2	COc1cc2ccccc2cc1C(=O)Nc1nc(-c2ccc(I)cc2)cs1
-6	O=C(c1ccc2nc(-c3ccccc3)c(-c3ccccc3)nc2c1)N1CCN(c2ccccn2)CC1
-1	Cc1cccc(N(C(=O)Cn2nnc3ccccc32)C(C(=O)NCc2ccco2)c2ccncc2)c1C (stereo not drawn)
-12	Clc1ccccc1C1SCC2Nc3ccccc3CN21 (stereo not drawn)
-19	O=C1NC(c2ccco2)Nc2sc3c(c21)CCN(Cc1ccccc1)C3 (stereo not drawn)
-22	Cc1cccc(C(=O)Nc2ccc(S(=O)(=O)N3CCC(C)CC3)cc2)c1
-42	Cc1ccc(NS(=O)(=O)c2cc(Br)cc3c2N(C(=O)C2CC2)CC3)cc1F
3	O=C(O)CCC(=O)OC1CC2CCC1C2 (stereo not drawn)
-12	CC1CN(C(=O)c2c(NC(=O)c3ccccc3Cl)sc3c2CCC(C(C)(C)C)C3)CC(C)O1 (stereo not drawn)
-2	O=C(NCc1ccc(F)cc1)c1cc2n(n1)C(C(F)(F)F)CC(c1ccc(Cl)cc1)N2 (stereo not drawn)
-6	Cc1c(NC(=O)COC(=O)Cc2ccc(Cl)cc2)c(=O)n(-c2ccccc2)n1C
-4	CCOc1ccc(CNC(=O)C(C)N2C(=O)COc3ccc(C)cc32)cc1 (stereo not drawn)
-6	O=C(Nc1cccc([N+](=O)[O-])c1)c1cccc(S(=O)(=O)N2CCCc3ccccc32)c1
2	Cc1ccc(C)c(CSc2ncnc3c2oc2ccccc23)c1
-4	Cc1cc(NS(=O)(=O)c2ccc(-c3ccccc3)cc2)no1
1	Cc1ccc(S(=O)(=O)Nc2ccccc2C(=O)Nc2nc3ccc(Cl)cc3s2)cc1
-11	Cc1cccc(C(=O)Oc2c(S(=O)(=O)c3ccccc3)c(C)nn2-c2ccccc2)c1
-3	CC(NC(=O)CCNS(=O)(=O)c1cccc2nonc12)c1ccccc1 (stereo not drawn)
-6	COC(=O)c1sccc1NC(=O)c1cccnc1
1	Cc1cc(NC(=O)CSc2nc3cc4c(cc3c(=O)n2Cc2ccco2)OCO4)no1
-3	CCOC(=O)Cc1nc(-c2ccc(Cl)cc2)cs1
-8	CCOC(=O)c1cc2sccc2n1CC(=O)Nc1ccc(OC)cc1OC
-8	O=c1oc(-c2ccc(Cl)c([N+](=O)[O-])c2)nc2cc(Cl)ccc12
-4	Cc1ccc(OC(=O)c2cccc(N3C(=O)C4CCC(C)CC4C3=O)c2)cc1C (stereo not drawn)
-47	N#Cc1c(N)oc(-c2cccs2)c1-c1cccs1
3	N#Cc1c(-c2ccccc2)cc(-c2ccccc2)nc1N1CCOCC1
3	COc1cccc(C2CC(c3ccc(Cl)cc3)n3nc(N)nc3N2)c1 (stereo not drawn)
-12	CCc1nnc(NC(=O)CSc2nnc(CSc3nc(C)cc(C)n3)n2C)s1
-4	O=C(CSc1oc(-c2ccc(F)cc2)nc1S(=O)(=O)c1ccc(Br)cc1)NC1CCCCC1
-8	CCc1nnc(NC(=O)CSc2nccn2-c2cccc(C)c2C)s1
5	COc1cc(Cl)c(C)cc1NC(=O)C1c2ccccc2C(=O)N2CCc3cc(OC)c(OC)cc3C12 (stereo not drawn)
-57	CCOC(=O)c1c(C)oc2c1cc(NS(=O)(=O)c1ccc(OCC)cc1)c1ccccc12
4	COc1cc(-c2nc(-c3ccc(Br)o3)no2)cc(OC)c1OC
-5	COc1ccc(-c2csc(Nc3ccccc3)[n+]2C)cc1
-6	O=C(O)CN(CCc1ccccc1)CC(=O)O
14	CC1CCc2c(sc3ncn4c(=S)[nH]nc4c23)C1 (stereo not drawn)
5	Cc1ccccc1C(=O)Nc1sc2c(c1C(=O)N1CCCC1)CCCCC2
-2	COc1cc(CN2CCN(S(=O)(=O)c3ccccc3[N+](=O)[O-])CC2)cc(OC)c1OC
-8	COc1ccc(C2C(=O)N(C3CCC(C)CC3)CC(=O)N2CCC2=CCCCC2)cc1OC (stereo not drawn)
-8	Cc1ccccc1CSC1=NCCN1C(=O)C12CC3CC(CC(C3)C1)C2
0	CCN(C(=O)Cc1c(C(=O)O)[nH]c2ccccc12)c1ccccc1
-11	COc1ccc(-c2nc3nc(C)c(Cc4ccccc4)c(=O)n3[nH]2)cc1
-19	Cc1ccc2[nH]c(SCc3ccccc3F)nc2c1C
-8	CN(CCc1ccccn1)Cc1ccc(F)cc1
2	Cc1ccc(S(=O)(=O)NCCC(=O)N2CCN(Cc3ccccc3)CC2)cc1
3	O=C(C1CCCN1S(=O)(=O)c1cccc2cccnc12)N1CCN(c2ccccc2)CC1 (stereo not drawn)
-6	COc1ccc(Cl)cc1NC(=O)CN(c1cccc(C)c1C)S(C)(=O)=O
-2	COc1ccc2c(C)cc(SCC(=O)Nc3ccccc3)nc2c1

# Later entries.
14-3-3g Raf	Structure
-7	CCC(C)NC(=O)c1nn2c(c1Br)NC(c1cccs1)CC2C(F)(F)F (stereo not drawn)
4	CCCCCOc1ccc(NC2=C(N(C)C)C(=O)c3ccccc3C2=O)cc1
-7	N#Cc1c(NC(=O)c2cc3n(n2)C(C(F)(F)F)CC(c2ccccc2)N3)sc2c1CCCC2 (stereo not drawn)
-6	CC(=O)Nc1ccc2nc(-c3cccs3)[nH]c2c1
-1	CC(C)C(OC(=O)c1cc2occc2n1C)C(=O)NCc1ccc2c(c1)OCO2 (stereo not drawn)
-12	CCOc1ccc(NS(=O)(=O)c2cc(OC)ccc2OC)cc1
-15	O=[N+]([O-])c1cc(Br)c(O)c(C=Nc2ccc3nc(-c4cccc(F)c4)oc3c2)c1
-6	O=C(CSc1nnc(CNC(=O)c2ccco2)o1)Nc1ccccc1F
-39	Cc1cc2nc(-c3cccc(NC(=O)c4cccc(F)c4)c3)oc2cc1C
-15	COc1ccc(-n2c(CCC(=O)O)ccc2-c2ccccc2)c(OC)c1
-4	CCN1C(=O)c2cccc3c(NC(=O)c4ccc(S(=O)(=O)N5CCc6ccccc6C5)cc4)ccc1c23
-16	O=C(c1cc(-c2ccco2)on1)N1CCN(c2ccc(F)cc2)CC1
-11	COc1ccc(N=Cc2ccc(Br)c([N+](=O)[O-])c2)cc1OC
-7	O=C(CSc1nc2c(c(=O)n1-c1ccc(Br)cc1)SCC2)NCC1CCCO1 (stereo not drawn)
-8	CC(C)Cn1c(C=Cc2ccc(Cl)cc2)nc2ccccc21
0	Cc1ccc(NC(=O)C2CCN(S(=O)(=O)c3cccc4cccnc34)CC2)nc1
-4	O=C(NCCc1ccc(Cl)cc1)c1ccc(N2CC3CC(C2)c2cccc(=O)n2C3)c([N+](=O)[O-])c1 (stereo not drawn)
16	CCOc1ccc(C2C(C(=O)OC3CCCC3)=C(C)NC3=C2C(=O)CC(c2ccc(OC)cc2)C3)cc1OC (stereo not drawn)

# The list is partial; the hit share may differ from the screen's.
